# GalR3 antag – antagonists of human GalR3; HEK293 GalR3-CNG cAMP membrane potential fluorescence; galR3 body fused to GalR1 C-terminus; inhibition, % at 3 µM; 360,000 compounds, 0.44% hits; AID 651719;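 active means inhibition above the screen-wide average plus 3 SD, cut at about 13% in these data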;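 further: forskolin and galanin both at EC90 stimulate the cells; cAMP rise reported by CNG channel membrane potential dye signal; 0% = forskolin plus galanin with DMSO and 100% = forskolin alone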
# Target sequence (O60755 1-299 limits assumed): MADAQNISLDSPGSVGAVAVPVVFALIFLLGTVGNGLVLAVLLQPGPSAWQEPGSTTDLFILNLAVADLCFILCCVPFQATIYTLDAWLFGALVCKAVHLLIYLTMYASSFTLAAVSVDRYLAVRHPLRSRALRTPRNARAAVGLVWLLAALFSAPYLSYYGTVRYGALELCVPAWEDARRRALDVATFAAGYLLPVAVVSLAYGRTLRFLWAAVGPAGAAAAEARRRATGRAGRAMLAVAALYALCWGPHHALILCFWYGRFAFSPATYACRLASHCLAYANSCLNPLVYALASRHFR
# Starred values were filed as active, the others as inactive. An excerpt (hit frequency here may not be typical).
compound | GalR3 antag
C=CCN(c1ccccc1OC)S(=O)(=O)c1cccc(C(=O)OCC(=O)c2c(N)n(C)c(=O)n(C)c2=O)c1 | -6
Cc1cccc(Cl)c1NC(=O)N(C)c1ccccc1 | -3
CCCN1CCCCC(NC(=O)c2ccc(C)cc2C)C1=O (centres undefined) | -6
COc1ccccc1C(=O)NCC(=O)N(C)Cc1nc2ccccc2c(=O)[nH]1 | -6
O=C(Nc1ccc(C(=O)O)cc1)/C(=C\c1ccc([N+](=O)[O-])cc1)NC(=O)c1ccco1 | -3
CCOC(=O)C1CSCCS(=O)(=O)N1Cc1ccc(Br)cc1 (centres undefined) | -3
CCCNC(=O)C1(C)CCCN(C(=O)c2ccc(OC)cc2OC)C1 (centres undefined) | -9
COc1ccccc1S(=O)(=O)N(C)C[C@H]1OCc2cnnn2CCCC(=O)N([C@H](C)CO)C[C@H]1C | -8
Cc1cc2c(c(=O)o1)[C@@]1(C(=O)N(C)c3ccccc31)C1=C(CCCC1=O)O2 | -5
N#CCS(=O)(=O)c1cccc[n+]1[O-] | -6
C#CCN(C[C@@H]1[C@@H](OC(=O)NC2CCCC2)[C@@H](OC(=O)NC2CCCC2)CN(C(=O)OC(C)C)N1C(=O)OC(C)C)S(=O)(=O)c1ccc(C)cc1 | -4
CCN=C1NC(c2ccccc2)C(C(=O)OC)=C(C)N1Cc1ccc(C(F)(F)F)cc1 (centres undefined) | -6
COC(=O)C1=CN(c2ccc(OC)cc2)C(N)=C(C#N)C1c1ccccc1F (centres undefined) | -6
CC1(C(=O)NS(=O)(=O)c2ccccc2OC(F)(F)F)CCN1C(=O)Cc1ccccc1 (centres undefined) | -7
OCC1OC(n2cnc3c(N4CCCC4)ncnc32)C(O)C1O (centres undefined) | -4
O=C1C=CC(n2cc(F)c(=O)[nH]c2=O)O1 (centres undefined) | -3
Cc1noc(C)c1NC(=O)N(C)C[C@H]1OCCCC[C@@H](C)Oc2ccc(NC(=O)Nc3ccc(F)cc3)cc2C(=O)N([C@@H](C)CO)C[C@H]1C | -4
COc1ccc(Br)cc1C=NNS(=O)(=O)c1ccc(C)cc1 | -2
O=C(CC[C@H]1O[C@@H](n2cnc3c(NC(=O)c4ccccc4)ncnc32)[C@H](O)[C@@H]1O)NCC1CCCCC1 | -4
COc1ccccc1Cc1c(-c2cccc(Br)c2)nc2ccc(Cl)cn12 | -3
COc1cccc(NC(=O)CN(C)C(=O)C(C)Sc2ccccc2)c1 (centres undefined) | -3
CN1C(=O)c2ccccc2CC12c1ccccc1C(=O)N2C (centres undefined) | 0
COc1ccc(C(=O)OCC(=O)NCC2CCCCC2)cc1F | 1
CC(C)CC(N)c1csc(NC(=O)C(c2ccccc2)c2ccccc2)n1 (centres undefined) | -9
COC(=O)[C@@]1(C(C)C)N=C(c2cc(OC)c(OC)c(OC)c2)[C@]2(O1)C(=O)N(Cc1ccc(OC)cc1)c1ccc(Br)cc12 | -5
O=C1NC[C@H](CCCCN2CCN(CC3CCCCC3)C(=O)C2=O)N(CCc2ccccc2)C1=O | -4
Cc1ccc(NC(=O)[C@@H]2O[C@H](CO)[C@@H](O)[C@H]2O)cc1C(F)(F)F | -2
CCN1CCN(c2oc(-c3ccccc3C)nc2S(=O)(=O)c2ccccc2)CC1 | -7
COc1ccccc1-c1cnc(C(O)c2ccccc2)[nH]1 (centres undefined) | -7
CC1(C)Cc2cccc(OC(=O)NCCc3ccc(F)cc3)c2O1 | -5

# Carrying on:
compound | GalR3 antag
CC1(C(=O)Nc2ccc(Cl)c(Cl)c2)CCN1C(=O)C1CCCCC1 (centres undefined) | -3
CCCCNC(=O)C1(C)CCC(=O)N1CCc1c[nH]c2ccccc12 (centres undefined) | -6
CC1(C(=O)NCc2ccccc2)CSCC(=O)N1CC(F)(F)F (centres undefined) | -6
CC(=O)OCC1(O)CC23CCC4c5ccoc5CCC4(C)C2CCC1C3 (centres undefined) | 0
CC(C)Oc1ccc(S(=O)(=O)N2CCOCC2)cc1NC(=O)CCCSc1ccccc1 | -4
COc1cc(CN2CCN(c3ncc(Cc4ccccc4)cn3)CC2)cc(OC)c1 | -4
O=C(COC(=O)c1cc(S(=O)(=O)N2CCOCC2)ccc1Cl)Nc1ccccc1Cl | -2
O=C(NS(=O)(=O)c1cccc(F)c1)[C@H]1O[C@@H](n2ccc(=O)[nH]c2=O)[C@H](O)[C@@H]1O | -5
CO[C@@H]1CN(C)C(=O)c2cc(NC(=O)NC3CCCCC3)ccc2OC[C@@H](C)N(CCc2ccccc2)C[C@H]1C | -5
N#Cc1c(N)[nH]c(C(=O)c2ccccc2)c1-c1ccc(Cl)cc1 | -7
O=C(COC(=O)Cc1ccc(Cl)cc1Cl)NCc1ccccc1 | -3
CN1C(=O)C(N=Nc2ccc([N+](=O)[O-])cc2)SC1=S (centres undefined) | -7
CO[C@H]1CC[C@@]2(C)[C@@H](CC[C@@H]3[C@@H]2CC[C@@]2(C)[C@H]3C[C@H](C(=O)O)O[C@]23CCCO3)C1 | -6
O=C(CN1CCCCC1)NC(=O)Nc1ccccc1F | -2
CCCS(=O)(=O)NC(=O)C1(C)CCN(C(=O)c2cccc(C(F)(F)F)c2)C1 (centres undefined) | -6
COc1ccc(C(=O)C2CC2)cc1 | 0
C[C@@H]1CN([C@H](C)CO)S(=O)(=O)c2ccc(C#Cc3ccccc3F)cc2O[C@@H]1CN(C)C(=O)Cc1ccccc1 | -8
C[C@@H]1CCCCO[C@@H](CN(C)Cc2ccc3c(c2)OCO3)[C@@H](C)CN([C@H](C)CO)C(=O)c2cc(N(C)C)ccc2O1 | 9
OCCN1CCN(c2ncnc3c2ncn3[C@H]2CN(Cc3ccccc3)C[C@@H](CO)O2)CC1 | 0
COc1ccc(S(=O)(=O)N[C@H]2CC[C@H](CCNC(=O)c3ccccc3F)O[C@@H]2CO)cc1 | -3
CCC(=O)N1CCCC(C)(C(=O)NS(=O)(=O)c2ccccc2Cl)C1 (centres undefined) | -7
O=C(CC(O)c1ccccc1)Nc1ccccn1 (centres undefined) | -5
C[C@@H]1CN([C@H](C)CO)C(=O)CCCn2nncc2CO[C@H]1CN(C)C(=O)Nc1ccc(N2CCN(C)CC2)cc1 | -4
ON=C1c2ccccc2-c2ccc(O)cc21 | -4
CC(NC(=O)CN1C(=O)NC2(CCCCC2)C1=O)c1ccc(S(N)(=O)=O)cc1 (centres undefined) | -3
O=C(COC(=O)COc1ccc(Cl)cc1Br)NC1CCCC1 | -6
O=C(NCc1ccc(F)cc1)c1cc(C2CCCCN2S(=O)(=O)c2cccs2)on1 (centres undefined) | -7
CCC1Cc2[nH]c(=S)[nH]c(=O)c2C(c2ccc(Cl)cc2)O1 (centres undefined) | -2
CCCCN(C)c1c(C)nc2ccc(C(=O)NCc3ccc4c(c3)OCO4)cn12 | -5
Cc1ccc(S(=O)(=O)NCC(NCc2ccc(F)cc2)c2ccccc2)cc1 (centres undefined) | -7

# Molecules shown so far with a cyano group:
compound | GalR3 antag
N#CCS(=O)(=O)c1cccc[n+]1[O-] | -6
COC(=O)C1=CN(c2ccc(OC)cc2)C(N)=C(C#N)C1c1ccccc1F (centres undefined) | -6
N#Cc1c(N)[nH]c(C(=O)c2ccccc2)c1-c1ccc(Cl)cc1 | -7

# Next records.
compound | GalR3 antag
CCC(=O)N1CCCC1(C)C(=O)Nc1ccc(OC(F)F)cc1 (centres undefined) | -8
C=CCN1CCN(c2ccncc2S(=O)(=O)N2CCN(C)CC2)CC1 | 2
O=c1[nH]c(SCCc2ccccc2)nc2c1CCC2 | -5
O=C(Nc1nnc([C@@H]2C[C@H](O)[C@@H](CO)O2)s1)NC(c1ccccc1)c1ccccc1 | -5
COCCNC(=O)c1ccc(N2CC3CC(C2)c2cccc(=O)n2C3)c(NC(=O)c2ccc(C(C)(C)C)cc2)c1 (centres undefined) | -8
COc1ccc(-c2ccc(C(=O)NCC(C)C)c3occc23)c(C)c1 | 11
CCCCNC(=O)C1(C)CCN1C(=O)c1ccccc1Br (centres undefined) | 2
N#CC1C(=O)NC(=O)C(C#N)C12CCCC2 (centres undefined) | -8
O=C(NNC(=O)c1ccc2ccccc2c1)c1cccc(F)c1 | -3
COc1cccc(C2=Cc3ccc(F)cc3C(CC(C)=O)N2c2ccc(C#CC3(O)CCCCC3)cc2)c1 (centres undefined) | -4
CC(C)(C(=O)N1CCC1(C)C(=O)NS(=O)(=O)c1cccc(C#N)c1)c1ccccc1 (centres undefined) | -5
O=S(=O)(c1cnccc1N1CCN(CCO)CC1)N1CCCC1 | -4
Cc1cc(C(=O)N2CCC2(C)C(=O)Nc2cc(C(C)(C)C)nn2C)nn1C (centres undefined) | -9
Cc1ccccc1C(=O)N1CCC2CC1c1cc(-c3ccc(F)cc3)ccc12 (centres undefined) | -2
CCCCc1ccc(NS(=O)(=O)c2cccc(C(=O)N3CCNC(=O)C3)c2)cc1 | -2
CN(C)c1ncnc2c1C(c1ccccc1)C(C)(C)O2 (centres undefined) | 1
CCOC(=O)C1=C(C)N(C[C@@H]2CC[C@@H](Cc3ccc(-c4ccccc4)cc3)O2)C(=O)NC1c1ccc(SCc2ccco2)c([N+](=O)[O-])c1 (some centres undefined) | -7
O=C(NCc1ccc(F)cc1)c1cc(C2CCCCN2S(=O)(=O)Cc2ccccc2)on1 (centres undefined) | -6
COc1ccc(CNC(=O)c2ccc(-c3c(C)noc3C)c3ccoc23)cc1OC | -7
CO[C@@H]1CN(C)C(=O)c2cc(NS(=O)(=O)c3ccc(C)cc3)ccc2OC[C@H](C)N(Cc2nccs2)C[C@H]1C | 3
O=C(CN1CCN(S(=O)(=O)c2ccc(Cl)cc2)CC1)N1CCCC1 | 1
COc1ccc(NC(=O)COc2ccc(-n3cnnn3)cc2)cc1OC | -5
COc1ccccc1CCNC(=O)c1cc(-c2ccccn2)nc2ccccc12 | 0
COc1cccc(NC(=O)C2(C)CCCN2C(=O)C(C)C)c1OC (centres undefined) | -5
COc1cc(CN2C[C@@H](CO)O[C@@H](n3cnc4c(N(C)C)ncnc43)C2)cc(OC)c1OC | -8
O=C(Nc1ccc2c(c1)OCO2)c1cc(C2CCCCN2C(=O)c2ccccc2)on1 (centres undefined) | -5
OC[C@@H]1CN(Cc2cccs2)C[C@H](n2cnc3c(N4CCN(c5ccccc5)CC4)ncnc32)O1 | -10
Nc1[nH]c(C(=O)c2ccc(Br)cc2)c(-c2ccccc2Br)c1C(=O)NCCc1c[nH]c2ccccc12 | -7
COc1ccccc1CNC(=O)C1(C)CCCCN1C (centres undefined) | 5
O=S1(=O)C[C@H](N2CCCC2)[C@@H](COCc2ccccc2)N1 | 1

# Gathered by group: the entries above with a thiophene ring, fused or not (2)
compound | GalR3 antag
O=C(NCc1ccc(F)cc1)c1cc(C2CCCCN2S(=O)(=O)c2cccs2)on1 (centres undefined) | -7
OC[C@@H]1CN(Cc2cccs2)C[C@H](n2cnc3c(N4CCN(c5ccccc5)CC4)ncnc32)O1 | -10

# (continued)
compound | GalR3 antag
COC(=O)c1c(-c2ccccc2)[nH]c(-c2nccc3ccccc23)c1C(=O)OC | -8
CCn1c2c(n(C(C)=O)c1=O)C=C(C(=O)N1CCCC1)C(C)C(c1ccccc1)=C2 (centres undefined) | -2
CCCCCCCCN1C(=O)[C@@H](CC(=O)NCCCCc2ccccc2)C[C@@]2(C(=O)OC)C1=C[C@H](C(C)(C)C)O[C@@H]2C | 0
CCCCNC(=O)C1(C)CCN1Cc1ccc(C(=O)OCC)cc1 (centres undefined) | -5
Cc1ccc([C@H]2N[C@]3(CCCN(Cc4ccccc4)C3=O)[C@H]3C(=O)N(Cc4ccccc4)C(=O)[C@@H]23)cc1 | -4
COCCN1C(=O)CCC1(C)C(=O)NC1CCCC1 (centres undefined) | -7
Cc1ccc(C)c(C(Nc2ccccc2)c2ccc3ccc(C)nc3c2O)c1 (centres undefined) | -6
Cc1cccc(C)c1-n1nnnc1C(c1ccnc2ccccc12)N1CCN(CCN(C)C)CC1 (centres undefined) | 0
Cc1ccc2c(c1)CCO[C@@]21O[C@H](CCO)C[C@H](O)[C@H]1O | -6
Nc1ccc(CC(N)c2csc(Nc3cc(Oc4ccccc4)ncn3)n2)cc1 (centres undefined) | -7
COCCCn1c(=N)c(C(=O)NCc2ccc3c(c2)OCO3)cc2c(=O)n3cccc(C)c3nc21 | -1
Cc1cccc(S(=O)(=O)NC(=O)C2(C)CCN2C(=O)c2c(C)noc2C)c1 (centres undefined) | -4
O=C(/C=C/[C@H]1O[C@@H](n2ccc(=O)[nH]c2=O)[C@H](O)[C@@H]1O)N[C@@H](Cc1ccccc1)C(=O)O | -6
O=C(c1ccc2c(c1)OCO2)N1CCN(CCN2C(=O)c3cccc4cccc(c34)C2=O)CC1 | -7
CC(C)(C)C1=CC(CC(N)=O)(C(C)(C)C)OC1=O (centres undefined) | -9
O=c1ccn([C@@H]2O[C@H](CNS(=O)(=O)c3csc(-c4ccno4)c3)[C@@H](O)[C@H]2O)c(=O)[nH]1 | -5
CC(=O)Nc1cccc(OCc2ccc([N+](=O)[O-])cc2)c1 | -5
CC(C(=O)N1CCCC1)N(c1ccc(Cl)cc1)S(C)(=O)=O (centres undefined) | -4
O=C(NN=Cc1ccccc1O)c1cccc([N+](=O)[O-])c1 | -4

# Three compounds already listed, ordered by the number in GalR3 antag, falling.
Molecule | GalR3 antag
O=C(CN1CCCCC1)NC(=O)Nc1ccccc1F | -2
CCN1CCN(c2oc(-c3ccccc3C)nc2S(=O)(=O)c2ccccc2)CC1 | -7
Cc1cc(C(=O)N2CCC2(C)C(=O)Nc2cc(C(C)(C)C)nn2C)nn1C (centres undefined) | -9
